E-selectin induc – induces E-selectin expression in human endothelial cells. hit rate 0.37% among 260,000. AID 686992. activation, % at 7.58 µM. HUVEC E-selectin immunofluorescence imaging; normalized: neutral wells 0, TNF-alpha wells 100;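 active means mean E-selectin-positive cell signal at least 10% of the positive control, reached in at least 60% of replicates, without over 20% cell loss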;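 further: in these data hits start at about 27%; measured in HUVEC primary endothelial cells; signal is the percent of cells scored E-selectin positive by PE staining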
Target sequence (P16581 whole entry, looked up): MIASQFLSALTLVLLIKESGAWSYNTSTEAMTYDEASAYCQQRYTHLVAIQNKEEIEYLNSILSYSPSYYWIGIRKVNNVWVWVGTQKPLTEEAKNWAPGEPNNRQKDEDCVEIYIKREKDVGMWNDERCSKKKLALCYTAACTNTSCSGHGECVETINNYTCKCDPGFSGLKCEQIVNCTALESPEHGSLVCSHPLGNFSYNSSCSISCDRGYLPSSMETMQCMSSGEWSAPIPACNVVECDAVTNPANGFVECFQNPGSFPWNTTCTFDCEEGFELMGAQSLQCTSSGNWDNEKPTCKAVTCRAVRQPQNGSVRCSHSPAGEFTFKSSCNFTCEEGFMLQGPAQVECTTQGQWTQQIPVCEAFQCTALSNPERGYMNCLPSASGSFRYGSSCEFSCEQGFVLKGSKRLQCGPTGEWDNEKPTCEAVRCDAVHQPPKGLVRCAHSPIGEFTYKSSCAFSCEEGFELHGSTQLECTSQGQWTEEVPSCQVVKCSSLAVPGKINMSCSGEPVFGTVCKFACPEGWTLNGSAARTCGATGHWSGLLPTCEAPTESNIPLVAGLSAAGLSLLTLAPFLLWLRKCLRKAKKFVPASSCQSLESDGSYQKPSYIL
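Test system: HUVEC; input: 3,000 HUVEC/well; measured by: immunofluorescence imaging; read-out: % PE-positive cells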
XiGFP reactiv – activators of X-chromosome reactivation in mouse fibroblasts; XiGFP mouse fibroblasts, % GFP-positive cells imaging, 3 d; cells co-treated with 5-aza-dC sensitizer; scaled so ellipticine positive control = 100%; activation, % at 7.58 µM; hit rate 0.055% among 360,000; AID 743238;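 active means mean normalized replicate activation at least 10% and every replicate at or above 10%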;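 further: 0% = median of on-plate neutral control wells and 100% = ellipticine 6 µM median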
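Material: XiGFP fibroblasts, SV40-immortalized. Buffer or medium: DMEM plus 5-aza-dC sensitizer. Compound: single concentration per compound, delivered by pin transfer. Times: 3 days compound exposure. Controls: ellipticine 6 µM.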
CFTR F508del cor – CFTR F508del correction in bronchial cells; hit rate 0.36% among 350,000; CFBE cells, YFP halide quenching; stimulated with forskolin plus potentiator P3; % fluorescence drop versus neutral controls; activity (quench increase), % at 7.58 µM; AID 720511;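 active means mean added fluorescence quench of at least 8% versus neutral control, with both replicates also reaching 8%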;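 further: cells transiently co-express mutant CFTR-F508del with the halide-sensitive YFP; corrector assay measuring rescue of mutant channel to the surface after 24 h compound exposure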
RAD54 branch – blocks human RAD54 Holliday junction branch migration; hit rate 0.14% among 360,000; FAM/BHQ fluorescence; inhibition, % at 10.4 µM;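 active means mean normalized replicate activity at least 40 and at least half of replicates scoring 40 or more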;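 further: 0% = median of neutral control wells and 100% = median of positive control wells; inhibitors cause a drop in the FAM fluorescence signal; in these data hits start at about 50%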
GSIS activator – GLuc luminescence reporter in INS-1E cells, primary screen for activators of glucose-dependent secretion of insulin | INS-1E GLuc reporter insulin secretion, 2-3 h | activation, % at 16.6 µM | hit rate 0.61% among 370,000 | AID 743287;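 active means lowest replicate activation of at least 40%, so every replicate reaches that level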;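 further: 0% = median of neutral control wells and 100% = median of IBMX positive control wells; some compounds called inactive have numbers as strong as hits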
The depositor's hits bear a star.

Results for CCCC(C)C(=O)Nc1cccc(NC(C)=O)c1 (configuration not stated) ?
E-selectin induc: -2.6; RAD54 branch: 1

How did CCOc1ccccc1N(CC(=O)NC1CCCCC1)S(C)(=O)=O do in these assays?
E-selectin induc: 0.2; RAD54 branch: -7

How did CCn1c(SCC(=O)c2ccc(CNC(C)=O)o2)nnc1-c1cccs1 do in these assays?
E-selectin induc: -0.7; RAD54 branch: 0

Results for CCn1c(-c2ccc([N+](=O)[O-])cc2)n[nH]c1=S ?
E-selectin induc: -0.1; RAD54 branch: 2

What do the screens show for `CCOCCOC(=O)C1=C(C)N(C)C(=O)NC1c1cc(Cl)c(O)c(OCC)c1` (configuration not stated)?
E-selectin induc: -1.5; RAD54 branch: 1

What do the screens show for `CN1CCN(CCCC(=O)c2ccc(F)cc2)CC1`?
E-selectin induc: -0.1; RAD54 branch: -13

Results for CC1CCCN(c2nc3ccsc3c(=O)s2)C1 (configuration not stated) ?
E-selectin induc: -1.7; RAD54 branch: -1

How did COc1ccccc1NC(=O)N(c1c(N)n(Cc2ccccc2)c(=O)[nH]c1=O)C1CCCC1 do in these assays?
E-selectin induc: -0.2; RAD54 branch: 5

What do the screens show for `Cc1ccc(Cn2c(CN3CCN(C(=O)c4ccco4)CC3)nc3c2c(=O)n(C)c(=O)n3C)cc1`?
E-selectin induc: -1.8; RAD54 branch: 0

Results for O=C(NC1CCCCC1)C(c1ccco1)N(C(=O)c1csnn1)C1CCCC1 (configuration not stated) ?
E-selectin induc: -1.7; RAD54 branch: -11

Results for CCCCCn1nc(-c2ccccc2)c2nc3ccccc3nc21 ?
E-selectin induc: -2.2; RAD54 branch: -27

How did CCOc1cc(N2CCOCC2)c(OCC)cc1NC(=O)C1CCCC1 do in these assays?
E-selectin induc: 0.0; RAD54 branch: -3

What do the screens show for `Cc1cc(C)c(-c2cc(C(=O)Nc3c(C)n(C)n(-c4ccccc4)c3=O)[nH]n2)c(O)c1`?
E-selectin induc: -2.5; RAD54 branch: -15

What do the screens show for `CCOC(=O)CSc1nc(C)c(C(C)=O)cc1C#N`?
E-selectin induc: -0.8; RAD54 branch: -6

Results for CN(C(=O)/C(N=Nc1cccc(C(F)(F)F)c1)=C(\O)C(F)(F)F)c1ccccc1 ?
E-selectin induc: -0.8; RAD54 branch: -1

How did Cc1ccc(C)c(OCCCC(=O)O)c1 do in these assays?
E-selectin induc: -0.1; RAD54 branch: 8

What do the screens show for `Cc1ccc(CNC(=O)CCc2nc3ccccc3c(=O)[nH]2)cc1`?
E-selectin induc: 0.1; RAD54 branch: 1

What do the screens show for `CCOC(=O)c1sc(-c2ccccc2)cc1N`?
E-selectin induc: -1.8; RAD54 branch: -10

What do the screens show for `O=C(CCC(=O)Nc1nnc(C2CCCCC2)s1)NCC1CCCO1` (configuration not stated)?
E-selectin induc: 0.4; RAD54 branch: -10

What do the screens show for `Cc1cc(NC(=O)CCCC(=O)N(c2ccccc2)C(C(=O)NC2CCCCC2)c2cccs2)no1` (configuration not stated)?
E-selectin induc: -1.0; RAD54 branch: -5

How did CCOC(=O)c1ccc(NC(=O)C2=C(C)Nc3nc(CCCO)nn3C2c2ccc(OC)cc2)cc1 (configuration not stated) do in these assays?
E-selectin induc: 0.0; RAD54 branch: 2

Results for O=C(CCCCCN1C(=O)c2ccccc2C1=O)Nc1ccc(F)cc1 ?
E-selectin induc: -1.4; RAD54 branch: -6

How did CC(=O)Nc1sc2c(c1C#N)CCCC2 do in these assays?
E-selectin induc: -0.2; RAD54 branch: -1

How did O=C(NC1CCCCC1)C(c1ccccn1)N(C(=O)Cc1cccs1)c1ccc(Cl)cc1 (configuration not stated) do in these assays?
E-selectin induc: 0.9; RAD54 branch: -9

Results for CCc1nnc(NC(=O)CSc2nnc(-c3cc4ccccc4cc3O)n2CCOC)s1 ?
E-selectin induc: -1.4; RAD54 branch: -7

How did O=C1CCCC2=C1C(c1cccs1)n1nc(SCc3ccccc3F)nc1N2 (configuration not stated) do in these assays?
E-selectin induc: 0.2; RAD54 branch: -4

How did CCOC(=O)Nc1sc(C(=O)N(CC)CC)c(C)c1C(=O)OCC do in these assays?
E-selectin induc: -0.3; RAD54 branch: -6

What do the screens show for `CCOC(=O)CCc1c(C)nc(SCCN2CCCC2)c(C#N)c1C`?
E-selectin induc: -0.1; RAD54 branch: -14

What do the screens show for `COc1ccc(S(=O)(=O)Nc2c(C(=O)O)[nH]c3ccccc23)c(OC)c1`?
E-selectin induc: 0.8; RAD54 branch: -6

How did CC(=O)c1cccc(NC(=O)C2CC(=O)N(c3cccc(C)c3C)C2)c1 (configuration not stated) do in these assays?
E-selectin induc: 2.7; RAD54 branch: -5

Results for Cc1nc2ccccc2c2c1C(=O)N(Cc1cccnc1)C2=O ?
E-selectin induc: -0.2; RAD54 branch: -5

Results for CCSc1sccc1C1C(C#N)=C(N)N(c2cccnc2)C2=C1C(=O)CC(C)(C)C2 (configuration not stated) ?
E-selectin induc: -2.5; RAD54 branch: 2

What do the screens show for `COc1ccc(NC(=O)Nc2ccc(N(C)C)cc2)cc1`?
E-selectin induc: 6.4; RAD54 branch: -2

How did Cc1ccc2c(CN3CCN(CCO)CC3)cc(=O)oc2c1 do in these assays?
E-selectin induc: -1.2; RAD54 branch: -1

What do the screens show for `CCCCn1c(=NC(=O)c2cccnc2)c(C#N)cc2c(=O)n3cccc(C)c3nc21`?
E-selectin induc: 0.0; RAD54 branch: -11

How did Cn1c(=O)c2c(nc(SCCN3CCCCC3)n2Cc2ccc(Cl)cc2)n(C)c1=O do in these assays?
E-selectin induc: 0.7; RAD54 branch: -4

What do the screens show for `C/C=C/CSc1nc2c(c(=O)[nH]c(=O)n2C)n1C(C)C`?
E-selectin induc: -1.9; RAD54 branch: -6

Results for O=C(CCC1CCCC1)N1CCC(N2CCN(c3ccccc3)CC2)CC1 ?
E-selectin induc: 3.6; RAD54 branch: -2

Results for CCOc1ccc(OCC)c2sc(C)nc12 ?
E-selectin induc: -0.6; RAD54 branch: 8

What do the screens show for `O=C(CSc1nc2ccccc2o1)Nc1ccccc1N1CCCCCC1`?
E-selectin induc: 2.1; RAD54 branch: -9

How did CCn1c(CSc2nc(C)cs2)nc2cc(S(=O)(=O)N(C)C)ccc21 do in these assays?
E-selectin induc: 0.3; RAD54 branch: 1

How did Cc1cc(O)c(C(C)C)cc1NC(=O)Cn1nc(C)c2ccccc2c1=O do in these assays?
E-selectin induc: 0.6; RAD54 branch: -5

Results for Cc1nc(-c2ccccc2O)n(S(=O)(=O)N(C)C)n1 ?
E-selectin induc: 0.0; RAD54 branch: 0

How did CCc1nc2sc3c(c2c(=O)n1NC(=O)CCl)CCCC3 do in these assays?
E-selectin induc: 0.4; RAD54 branch: -4

Results for CCOC(=O)C1C(=O)NC(N2CCOCC2)=NC1C(C)C (configuration not stated) ?
E-selectin induc: -0.6; RAD54 branch: -13

How did O=C(c1ccccc1NS(=O)(=O)c1ccc(Br)s1)N1CCOCC1 do in these assays?
E-selectin induc: -1.5; RAD54 branch: -9

How did CN(C)c1ccc(/C=N/N=C2/NC(=O)/C(=C/c3ccc([N+](=O)[O-])cc3)S2)cc1 do in these assays?
E-selectin induc: -0.2; RAD54 branch: 0

How did Cc1ccc(S(=O)(=O)NCC(=O)OC(C(=O)c2ccccc2)c2ccccc2)cc1 (configuration not stated) do in these assays?
E-selectin induc: 0.7; RAD54 branch: 0

How did CCc1nnc(NC(=O)C2CC(=O)N(Cc3ccco3)C2)s1 (configuration not stated) do in these assays?
E-selectin induc: 0.2; RAD54 branch: 0

What do the screens show for `Cc1ccoc1C(=O)NCCCNC(=O)c1occc1C`?
E-selectin induc: -0.8; RAD54 branch: 4

How did COc1ccc(C(=O)Nc2ccc(S(=O)(=O)N3CCCC3)cc2)c(OC)c1 do in these assays?
E-selectin induc: -1.3; RAD54 branch: -3

How did O=C(/C=C/c1ccccc1)N1CCN(c2ccc([N+](=O)[O-])c(N3CCOCC3)c2)CC1 do in these assays?
E-selectin induc: -1.8; RAD54 branch: -1

What do the screens show for `Cc1noc(C)c1CSc1nnc(-c2cccnc2)n1C1CCCCC1C` (configuration not stated)?
E-selectin induc: 1.5; RAD54 branch: 10

What do the screens show for `CCC(C)(C(=O)NC1CCCC1)N(C(=O)c1ccccn1)c1ccc(C)cc1` (configuration not stated)?
E-selectin induc: -0.1; RAD54 branch: -4

Results for COC(=O)c1ccc(OCCN2C3=NCCN3c3ccccc32)cc1 ?
E-selectin induc: 1.1; RAD54 branch: 4

What do the screens show for `O=C(c1ccco1)N1CCN(CC2CC3C=CC2C3)CC1` (configuration not stated)?
E-selectin induc: 9.4; RAD54 branch: -13

Results for CCc1nnc(NC(=O)CSc2nnc(-c3ccccc3OC)n2-c2ccccc2)s1 ?
E-selectin induc: -1.3; RAD54 branch: -6

How did CCCN(CCC)C(=O)c1ccccc1C(=O)N(CCC)CCC do in these assays?
E-selectin induc: -0.4; RAD54 branch: -19

What do the screens show for `Cc1sc(NC(=O)c2ccco2)c(C(c2ccncc2)N2CCOCC2)c1C` (configuration not stated)?
E-selectin induc: -0.1; RAD54 branch: 6

How did COc1ccc(NC(=O)C(NC(=O)CNC(C)=O)c2ccc(C)cc2)cc1 (configuration not stated) do in these assays?
E-selectin induc: -0.3; RAD54 branch: 0

Results for Cc1ccc(NC(=S)C2=C(O)c3ccccc3N(C)S2(=O)=O)cc1 ?
E-selectin induc: 1.0; RAD54 branch: 2

Results for S=c1[nH]ncn1/N=C/c1ccccn1 ?
E-selectin induc: -1.7; RAD54 branch: 3

How did O=C(NCc1ccccc1)c1sc(=S)n2c1[nH]c(=O)c1ccccc12 do in these assays?
E-selectin induc: -1.1; RAD54 branch: 5

How did Cc1cccc(C)c1NC(=O)COC(=O)c1cc(S(=O)(=O)Nc2ccc(Cl)cc2)ccc1O do in these assays?
CFTR F508del cor: 1.6; RAD54 branch: -14

What do the screens show for `O=C(c1cccnc1)N1CCCCN2[C@H](CO)[C@H](c3ccc(C#Cc4ccccc4)cc3)[C@@H]2C1`?
CFTR F508del cor: 0.8; RAD54 branch: 3

Results for CN(C)CC#Cc1ccc([C@H]2[C@H](CO)N3CCCCN(C(=O)C4CC4)C[C@@H]23)cc1 ?
CFTR F508del cor: 1.4; RAD54 branch: -2

What do the screens show for `CC(Oc1ccc2c(c1)c1ccnc3c4ccccc4c(=O)n2c13)C(=O)NCCN1CCOCC1` (configuration not stated)?
CFTR F508del cor: 6.5; RAD54 branch: 89*

How did COc1ccc(/C=C/C(=O)Nc2ccc(C)c(S(=O)(=O)N3CCOCC3)c2)cc1 do in these assays?
CFTR F508del cor: -2.0; RAD54 branch: -4

Results for CO[C@@H]1CN(C)C(=O)c2ccc(NC(C)=O)cc2OC[C@@H](C)N(C(=O)c2ccccc2F)C[C@H]1C ?
CFTR F508del cor: 0.0; RAD54 branch: -8

Results for O=C(c1ccc(S(=O)(=O)Nc2ccccc2F)cc1)N1CCN(c2ccccn2)CC1 ?
CFTR F508del cor: 1.1; RAD54 branch: -9

What do the screens show for `O=C(COc1ccccc1[N+](=O)[O-])N/N=C/c1cccs1`?
XiGFP reactiv: -0.1; RAD54 branch: -1

Results for O=c1c2cccnc2[nH]c(=S)n1CCCN1CCN(c2ccc(F)cc2)CC1 ?
RAD54 branch: -10; GSIS activator: 3

What do the screens show for `O=C(CN(C(=O)Cn1nnc(-c2ccc(F)cc2)n1)C1CCCC1)NC1CCCC1`?
RAD54 branch: 9; GSIS activator: -8

What do the screens show for `COc1ccc(OC)c(CNn2c(-c3cccc(C)c3)nc3ccccc3c2=O)c1`?
RAD54 branch: 10; GSIS activator: -19

How did CC1CC(=O)N(CC(=O)NCc2ccc3c(c2)OCO3)c2ccccc2S1 (configuration not stated) do in these assays?
RAD54 branch: -1; GSIS activator: 8

Results for Cc1cccc(Nc2nnc(SCc3cn4ccsc4n3)s2)c1 ?
RAD54 branch: -1; GSIS activator: 10

Results for CCCCN=C1N/C(=C\c2ccco2)C(=O)N1c1ccccc1 ?
RAD54 branch: 0; GSIS activator: -1

How did CCN(CC(=O)N1CCc2ccccc2C1)S(=O)(=O)c1ccc2ccccc2c1 do in these assays?
RAD54 branch: -10; GSIS activator: -16

Reprinted at random: two records from the list
How did CCN(CC(=O)N1CCc2ccccc2C1)S(=O)(=O)c1ccc2ccccc2c1 do in these assays?
RAD54 branch: -10; GSIS activator: -16

Results for Cc1cccc(Nc2nnc(SCc3cn4ccsc4n3)s2)c1 ?
RAD54 branch: -1; GSIS activator: 10

Compound activity from PubChem.

Only part of the results is shown; count on the stated rates, not on these rows.
